POLB inh = blocks human DNA polymerase beta activity; Pol beta primer extension/strand displacement, fluorescence kinetic; P06746; AID 485314; Potency, µM (doses to about 114 µM), for inactives: top-dose activity change, negative = inhibition, actives largely listed as inhibitors; 340,000 tested, 1.3% active; also: potency is read from the fitted curve at half-maximal effect; % is scaled to controls: 0 for no effect and ±100 for the full control effect
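Pol beta (10 nM) was preincubated with compound for 15 min at room temperature. The reaction was then started with 50 nM substrate and read immediately and after a further 10 min at room temperature.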
TRHR agonist = TRH receptor (human) agonism. P34981. TRHR cells, calcium flux fluo-8, FDSS agonist mode. activation, % at 2 µM. 360,000 tested, 0.18% active. AID 493084; in the data active = activation above about 30%; also: 0% is about no effect
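Agonist-mode FDSS calcium read (Ex 480/Em 530, 1 s cycles) in 1536-well TRHR cells with fluo-8 dye, after 10-cycle baseline and 23 nL compound addition; TRH at EC20 (10 nM final) added afterwards for the enhancer phase.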
Pol iota inh = blocks human DNA polymerase iota activity | Q9UNA4 | Pol iota fluorescent replication assay, 10 min | Potency, µM (series often up to 115 µM), for inactives: at the top dose activity, negative = inhibition, hits mostly inhibitors | 390,000 tested, 1% active; also: potency is read from the fitted curve at half-maximal effect
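Pol iota at 10 nM preincubated 15 min with compounds at room temperature; reaction started with fluorescent substrate, 50 nM final. Fluorescence read kinetically at 0 and 10 min; buffer-only wells as negative control.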
Apoferritin bind = candidate novel general anesthetic via apoferritin binding. P02791. apoferritin/1-aminoanthracene competitive binding, fluorescence. Potency, µM (doses to about 77.5 µM), for the others: at the highest dose activity change, negative = displacement, actives largely listed as inhibitors. 350,000 tested, 0.074% active. AID 485281; also: potency is read from the fitted curve at half-maximal effect; % is scaled to controls: 0 for no effect and ±100 for the full control effect; nearly all actives have a fitted effect of over 20% in size
Target sequence (P02791 2-175 limits assumed): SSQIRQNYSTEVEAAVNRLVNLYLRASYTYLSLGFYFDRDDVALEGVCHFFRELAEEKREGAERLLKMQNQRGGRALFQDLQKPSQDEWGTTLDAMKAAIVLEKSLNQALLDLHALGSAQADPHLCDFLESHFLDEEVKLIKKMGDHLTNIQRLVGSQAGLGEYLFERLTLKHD
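Concentration-response curves derived by four-parameter Hill fitting of normalized fluorescence, where compounds displaced 1-AMA from 10 uM horse apoferritin following a brief 10 min room-temperature incubation; propofol titration acted as positive control.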
12-LOX inh = ALOX12 (human) lipoxygenase inhibition; purified 12hLO, xylenol orange hydroperoxide absorbance; Potency, µM (titrated, usually from 108 µM), for inactives: at the highest dose activity change, negative = inhibition, usual class: inhibitors; 580,000 tested, 1.1% active; AID 1671190; also: potency is read from the fitted curve at half-maximal effect; % is scaled to controls: 0 for no effect and ±100 for the full control effect
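Hydroperoxide product was detected by ferrous iron/xylenol orange as the 573 to 405 nm absorbance ratio. Arachidonic acid at 40 uM (final) was turned over for 30 min at room temperature by 150 nM human 12hLO, pH 7.0 Hepes buffer, after 15 min compound preincubation.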
BLM helicase inh = inhibitors of human Bloom syndrome helicase BLM; 350,000 tested, 0.2% active; P54132; Potency, µM (titrated, usually from 56.1 µM), without a hit: at the top dose activity change, negative = inhibition, usual class: inhibitors; recombinant BLM DNA unwinding, fluorescence dequenching;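 also: potency is read from the fitted curve at half-maximal effect; plate controls were vehicle for no effect and no enzyme for full effect; nearly all actives have a fitted effect of over 35% in size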
Pol kappa inh = blocks human DNA polymerase kappa activity | Potency, µM (top dose mostly 107 µM), for inactives: at the top dose activity, negative = inhibition, usual class: inhibitors | Q9UBT6 | purified Pol kappa, fluorescent DNA synthesis assay, 10 min | 400,000 tested, 0.53% active; also: potency is read from the fitted curve at half-maximal effect; % is scaled to controls: 0 for no effect and ±100 for the full control effect
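Activity was followed as the change in fluorescence between reads at 0 and 10 min after starting the reaction with 50 nM substrate. Beforehand, 10 nM polymerase had been preincubated with compound for 15 min at room temperature.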
APEX1 inh = blocks human APE1 abasic DNA cleavage. recombinant APE1, TAMRA/BHQ-2 abasic DNA cleavage fluorescence. Potency, µM (titrated, usually from 65.8 µM), inactives show at the highest dose activity change, negative = inhibition, usual class: inhibitors. 350,000 tested, 0.35% active;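 also: potency is read from the fitted curve at half-maximal effect; plate controls were vehicle for no effect and reference inhibitor for full effect; nearly all actives have a fitted effect of over 55% in size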
Target sequence (P27695 whole entry, looked up): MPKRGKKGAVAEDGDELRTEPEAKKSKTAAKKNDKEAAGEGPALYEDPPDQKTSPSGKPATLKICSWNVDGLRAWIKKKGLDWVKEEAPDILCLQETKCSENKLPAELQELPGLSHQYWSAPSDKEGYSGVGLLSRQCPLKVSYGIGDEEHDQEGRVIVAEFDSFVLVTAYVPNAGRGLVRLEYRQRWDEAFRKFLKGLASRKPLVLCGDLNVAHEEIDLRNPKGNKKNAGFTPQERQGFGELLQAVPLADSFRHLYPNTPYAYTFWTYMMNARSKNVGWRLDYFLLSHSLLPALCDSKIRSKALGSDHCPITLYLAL
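Measures dequenching upon AP-site incision of a 5'-TAMRA/3'-BHQ-2 THF-containing duplex, 50 nM; human APE1 0.75 nM after 15 min room-temperature exposure to compound; kinetic three-point read at one-minute spacing.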
ERG Ets-DNA blk = blocks human ERG Ets domain binding to DNA | P11308 | fluorescence polarization, His-ERG Ets domain / labelled DNA | Potency, µM (series often up to 76.9 µM), for the others: at the highest dose FP activity, negative = inhibition, usual class: inhibitors | 370,000 tested, 0.028% active | AID 624246; active = well fitted inhibition curve with a large enough effect in the polarisation, with a control signal flat; inconclusive = small, poorly fitted or top-dose-only effect, or effect the other way, or a change in a side signal; inactive = no such curve, though single readings can be large or run the other way; the % refers to the polarisation;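 also: polarization taken with two DNA probes labelled with fluorescein and Texas red; potency is read from the fitted curve at half-maximal effect; % of control where 0% means no effect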
Target sequence (P11308 whole entry, looked up, the tested form may be a part): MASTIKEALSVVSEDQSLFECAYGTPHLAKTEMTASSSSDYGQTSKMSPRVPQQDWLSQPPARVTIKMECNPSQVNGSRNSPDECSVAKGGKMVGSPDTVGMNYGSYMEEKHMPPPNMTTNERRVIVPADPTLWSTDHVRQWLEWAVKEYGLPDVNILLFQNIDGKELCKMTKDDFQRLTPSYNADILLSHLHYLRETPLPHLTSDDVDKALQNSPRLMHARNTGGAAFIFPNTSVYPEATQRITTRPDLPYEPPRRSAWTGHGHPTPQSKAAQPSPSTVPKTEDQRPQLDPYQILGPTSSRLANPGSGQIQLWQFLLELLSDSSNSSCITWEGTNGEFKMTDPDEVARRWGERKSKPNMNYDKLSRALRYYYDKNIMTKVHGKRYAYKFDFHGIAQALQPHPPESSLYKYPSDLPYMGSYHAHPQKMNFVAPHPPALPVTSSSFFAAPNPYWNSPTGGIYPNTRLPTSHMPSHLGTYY
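His-tagged ERG Ets domain (1 uM in the protein solution; 300mM KCl, 50mM Tris-HCl, 1mM EDTA, 1mM DTT, pH 7.5) received compound, then a probe mix of 5 nM fluorescein-DNA and 100nM Texas-615-DNA. Fluorescence polarization was read for both dyes.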
The depositor's hits bear a star; i = inactive; ? = inconclusive; nt = not tested or not shown; & = joins results of further samples; [ ] = dose if it differs, or a comment. Unless noted, calls follow the shape of the dose curve; as a rule, active = well fitted curve in the direction sought with a large enough effect; inconclusive = small, poorly fitted or top-dose-only effect, or another doubt; inactive = no such curve, though single readings can be large; an effect the other way counts as inactive or inconclusive.

SMILES | POLB inh | TRHR agonist | Pol iota inh | Apoferritin bind | 12-LOX inh | BLM helicase inh | Pol kappa inh | APEX1 inh | ERG Ets-DNA blk
O=c1cc(-c2ccccc2)n2c(SCc3ccc(F)cc3)nnc2[nH]1 | -16% | 0.2 | -25% | 2% | -7% | -4% | 0%[60.1 µM] | nt | -3%
CCCCCCCCCCC(=O)NNC(=O)c1c(O)c2ccccc2n(CC)c1=O | -12% | 0.6 | nt | -4% | nt | -2% | nt | 3% | nt
O=S(=O)(/N=C(/Nc1ccccc1)c1ccccc1)c1cccs1 | -4%[57.1 µM] | -0.1 | 8% | -11% | -4% | 3% | -13% | 3% | -4%
N#Cc1nc(Cc2cccc3ccccc23)oc1NCCCN1CCOCC1 | 24% | -0.1 | 12% | -3% | 11% | 2% | -11% | 0% | 5%
O=C(NCc1ccncc1)C1CCN(S(=O)(=O)c2ccccc2)CC1 | nt | 0.8 | 16% | nt | -4% | nt | -11% | 4% | 0%
COc1ccc(C(=O)Nc2ccc(C(=O)Nc3cccnc3)cc2)cc1 | ? | 0.9 | 43%[activator] | -4% | 5% | -8% | 1% | 13% | -3%
COc1cccc(CN(C)C(=O)c2ccc3nccnc3c2)c1 | 40µM* | -0.7 | ? | -15% | 0% | -15% | -27% | 1% | 4%
Cc1sc(NC(=O)CN2CCOCC2)nc1-c1ccc2c(c1)CCN2S(=O)(=O)c1ccccc1 | ? | 0.1 | -1% | -6% | 11% | -13% | -7% | -6% | nt
CCOc1ccc(CNC(=O)Cc2ccc(NC(=O)N3CCSc4ncccc43)cc2)cc1 | 5% | 0.0 | -7% | 7% | -33% | -1% | 0% | nt | 2%
O=C(O)C1CCCN1S(=O)(=O)c1cccs1 (configuration not stated) | 35% | 0.9 | nt | -2% | nt | -1% | nt | 4% | nt
COc1cccc(C#Cc2c(C=O)n(C)c3ccccc23)c1 | nt | 1.4 | ? | nt | -9% | nt | 10% | 5% | 9%
C/C(=N/NC(=O)CNC(=O)c1ccccn1)c1cccc([N+](=O)[O-])c1 | 2% | -0.2 | 85%[activator] | ? | -3% | -6% | -6% | 2% | 42%[activator]
Cc1ccc(NC(=O)c2cccc(OCc3c(C)noc3C)c2)c(C)c1 | 1% | 0.4 | 12% | -7% | -19% | -6% | -18% | 2% | -2%
CCOC(=O)C(C)Sc1nnc(NC(=O)c2ccc3c(c2)OCO3)s1 (configuration not stated) | 9% | 0.2 | 146%[activator] | ? | -18% | 0% | 0% | -2% | 3%
CCCCOP(=O)(OCCCC)C(Nc1ccc(C(=O)OCC)cc1)c1ccncc1 (configuration not stated) | -3% | 1.2 | 13% | -19% | 0% | -9% | -8% | 44% | -2%
c1ccc(COc2ncnc3c2ncn3CCCNCC2CCCO2)cc1 (configuration not stated) | nt | nt | 32%[activator] | nt | 2% | nt | -19% | nt | 2%
COc1ccc(S(=O)(=O)N(CC(=O)N(C)Cc2ccccc2)c2ccc(Cl)cc2)cc1 | 13% | 0.7 | 14% | 80%[activator] | -14% | -9% | 6% | nt | 4%
CC(C)CNC(=O)c1cccc(NC(=O)CSc2ccc(Cl)cc2)c1 | 2% | 0.4 | 13% | -6% | -25% | -1% | -21% | 0% | 2%
C=CC(=O)Nc1ccc(CN2C(=O)N(c3c(Cl)c(OC)cc(OC)c3Cl)Cc3cnc(NCCCCN(CC)CC)nc32)cc1 | nt | nt | -12% | nt | nt | nt | -14% | 29% | -12%
CCCCc1noc2c1/C(=N\O)CC(c1ccccc1)C2 (configuration not stated) | -5% | 0.8 | 14% | 9% | -23% | -4% | -12% | -3% | -6%
COc1cnc(-c2ccccn2)nc1N(C)C | 33% | -0.8 | 54%[activator] | -3% | -12% | -2% | 0% | 4% | -1%
Clc1cccc2c1CCN(Cc1nc(-c3cnccn3)no1)C2 | 37% | -0.2 | 130%[activator] | -17% | i | -3% | -2% | -7% | 1%
C=CCN(C(=O)CSc1nc2c(sc3ccccc32)c(=O)n1CCN(CC)CC)c1ccccc1 | 12% | 0.2 | 97%[activator] | -13% | ? | 13% | -9% | 13% | -4%
Cc1cccc(-n2c(=O)c3c(c4cc(C)ccc4n3C)n(CC(=O)Nc3ccc(C)c(C)c3)c2=O)c1 | 23% | 0.0 | 23% | 7% | -23% | 1% | -1% | nt | 2%
O=C(CNC(=O)c1cccc(F)c1)N/N=C/c1cccs1 | ? | -1.4 | 0% | ? | 3% | -10% | -10% | 33% | -3%

Later entries:
SMILES | POLB inh | TRHR agonist | Pol iota inh | Apoferritin bind | 12-LOX inh | BLM helicase inh | Pol kappa inh | APEX1 inh | ERG Ets-DNA blk
O=c1c2c([nH]c3ccccc13)CCCC2 | 28% | 0.0 | 5% | -6% | 3% | 1% | -2% | 12% | -10%
O=C1c2cccc(OCc3ccc(F)cc3)c2CCN1Cc1ccccc1 | 5% | 1.0 | 14% | 13% | 0% | -9% | -5% | 17% | 3%
CN(C)S(=O)(=O)c1ccc2c(c1)nc(CCC(=O)NCCc1ccc(Cl)cc1)n2C | 9% | -0.5 | 6% | 5% | 18% | 0% | 0% | -8% | 9%
O=C(CC1(O)C(=O)N(Cc2ccccc2)c2ccccc21)c1ccncc1 (configuration not stated) | 11% | 0.5 | 2% | -3% | 254%[activator] | -3% | -1% | 12% | -4%
O=C(Nc1ccc(Cl)c(Cl)c1)c1ccncc1 | ? | 0.4 | 6% | -15% | -1% | 1% | 2% | -7% | 2%
O=C1CC2(CCN(C(=O)c3cccc(Cl)c3)CC2)Oc2ccccc21 | nt | 0.0 | 20% | nt | 12% | nt | 2% | -24% | -3%
O=C(O)C1CC=CCC1C(=O)Nc1ccc(S(=O)(=O)N2CCCc3ccccc32)cc1 (configuration not stated) | 1% | 0.5 | -20%[58.9 µM] | -6% | -26% | -5% | -16% | -8% | -2%
Cc1cc(C)nc(S/C=C/C(=O)c2ccccc2F)n1 | -11% | 2.8 | 4.5µM* | 1% | -8% | -1% | -16% | ? | 5%
COc1ccc(-c2cc(=O)c3c(O)cc(O)c(-c4cc(-c5cc(=O)c6c(O)cc(O)cc6o5)ccc4OC)c3o2)cc1 | nt | nt | nt | -9% | nt | -3% | -11%[60.1 µM] | -12% | nt
COc1ccc(CCNS(=O)(=O)c2ccccc2[N+](=O)[O-])cc1OC | -3% | -0.7 | 12% | -4% | ? | -1% | -18% | -7% | -5%
N#Cc1c(NC(=O)CSc2nnnn2C2CCCC2)sc2c1CCCC2 | -5% | -1.9 | -41% | 6% | -33% | -4% | 3% | -4% | nt
COc1ccc(-c2cc(C(F)(F)F)n3ncc(C(=O)N(C)Cc4ccccc4)c3n2)cc1 | 1% | 0.2 | 20% | -9% | -9% | -9% | -14% | -3% | -12%
COc1ccc(CCNC(=O)CCS(=O)(=O)c2ccc3c(c2)oc(=O)n3C)cc1OC | -1%&11% | -0.3&0.7 | 12%&0% | -7%&5% | -21%&-23% | 3%&1% | 0%&-9% | 15% | -1%&-2%
C=CCn1c(C)nnc1SCC(=O)N1CCN(S(=O)(=O)c2ccccc2)CC1 | -3% | -1.7 | -4% | -2% | -21% | 2% | -14% | 7% | 7%
CC(=O)Nc1ccc(SCC(=O)c2cc(C)n(CC(F)(F)F)c2C)cc1 | -5% | -0.6 | 9% | -18% | -15% | -4% | -1% | 4% | -3%
CC(C)(C)NC(=O)CN(CCc1ccccc1)C(=O)c1csnn1 | 32%[activator] | 0.0 | 50%[activator] | -8% | -24% | 2% | -12% | 13% | 0%
CCCNC(=O)N1CCN(S(C)(=O)=O)CC1 | 1% | 1.1 | 108%[activator] | -2% | 1% | -4% | 0% | 4% | -2%
O=C(CCN1C(=O)/C(=C\c2cccc(Br)c2)SC1=S)NCCCN1CCOCC1 | 6% | 0.7 | 8% | 0% | -22% | 1% | -17% | 25% | 35%[activator]
O=C(CSc1ccc2nnc(-c3ccccc3)n2n1)NCc1ccco1 | -18% | 0.2 | -2% | 5% | -18% | -5% | -36% | ? | 5%
O=C(Nc1ccccn1)c1cc(-n2cnnc2)ccc1Cl | -8% | 0.7 | 30%[activator] | -6% | 14% | 0% | -19% | -1% | -1%
CNC(=O)c1ccsc1NC(=O)c1ccc2c(c1)CCCC2 | -3% | 0.1 | -4% | -11% | -16% | -9% | -5% | -3% | -11%
Cc1ccc(NC(=O)CN(C)C(=O)COc2cc(F)ccc2[N+](=O)[O-])cc1 | 2% | -0.6 | 103%[activator] | -8% | -8% | -2% | 1% | ? | 8%
O=C(O)c1ccc(Cn2ccc3ccccc32)o1 | ? | 0.0 | 10% | -1% | ? | 1% | -10% | 8% | -2%
CCc1ccc(C(=O)NC(CCSC)C(=O)O)cc1 (configuration not stated) | 8% | 0.6 | 12% | 2% | -23% | 0% | -5% | 2% | -6%
O=C(O)c1ccc(/C=N/NC(=O)c2cc3ccccc3cc2O)cc1 | nt | nt | 16µM* | nt | 30%[activator] | nt | 50µM* | -2% | 1%
O=C(N/N=C/c1cc(Br)c(O)c(Br)c1)c1cccc(C(F)(F)F)c1 | 3% | -0.7 | 1% | -4% | 10% | 1% | 0% | -5% | -8%
COc1ccc(-c2ocnc2C(=O)N2CCN(Cc3cccnc3)CC2)cc1 | ? | 0.3 | 20% | -7% | -12% | -9% | -10% | 1% | -10%
O=C1Nc2ccccc2N2CCCC12 (configuration not stated) | -9% | -2.0 | nt | -14% | nt | -7% | nt | ? | nt
COc1ccc(C(=O)O)cc1S(=O)(=O)NC1CCN(Cc2ccccc2)CC1 | nt | nt | 32%[activator] | nt | -1% | nt | -11% | 20% | 15%

Source: PubChem (National Center for Advancing Translational Sciences (NCATS))

These rows are one share of the data. The share of hits here may be higher or lower than overall.
